PGK inhibitor: qHTS Assay to Find Inhibitors of Phosphoglycerate Kinase. AID 602233, 2012. 380,000 tested, 0.043% active. Potency, µM (doses to about 57.5 µM), inactives show at the highest dose activity change, negative = inhibition, most hits filed as inhibitors. PGK/GAPDH coupled, Kinase-Glo luminescence, 60 min; note: % is set by controls: 0 for no effect and ±100 for the full control effect; nearly all actives have a fitted effect of over 60% in size
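Recombinant glycosomal PGK reaction used 1,3-bisphosphoglycerate generated in-well by GAPDH (100nM final) in 100mM TEA pH 7.6, 5mM MgCl2, 0.01% Tween-20. After 60 minutes at room temperature, ATP was read by Kinase-Glo Plus luminescence end-point.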
Pin1 inhibitor: qHTS Assay to Find Inhibitors of Pin1 | 390,000 tested, 0.009% active | Pin1 FP peptide displacement, HiFluor488, 10 min | Potency, µM (highest dose often 115 µM), without a hit: top-dose activity, negative = inhibition, hits mostly inhibitors | Peptidyl-prolyl cis-trans isomerase NIMA-interacting 1 (Homo sapiens), Q13526; active = well fitted inhibition curve with a large enough effect in the polarisation, with a control signal flat, not every such curve was filed as active; inconclusive = small, poorly fitted or top-dose-only effect, or effect the other way, or a change in a side signal; inactive = no such curve, though single readings can be large or run the other way; the % refers to the polarisation; note: % is set by controls: 0 for no effect and ±100 for the full control effect
BLM inh: qHTS Assay for Inhibitors of Bloom's syndrome helicase (BLM) | 350,000 tested, 0.2% active | RecQ-like DNA helicase BLM (Homo sapiens), P54132 | recombinant BLM DNA unwinding, fluorescence dequenching | Potency, µM (series often up to 56.1 µM), without a hit: at the top dose activity change, negative = inhibition, actives largely listed as inhibitors | AID 2528, 2010;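 note: plate controls were vehicle for no effect and no enzyme for full effect; nearly all actives have a fitted effect of over 35% in size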
POLI inh: qHTS for Inhibitors of Polymerase Iota | AID 588590, 2011 | DNA polymerase iota (Homo sapiens), Q9UNA4 | Pol iota fluorescent replication assay, 10 min | 390,000 tested, 1% active | Potency, µM (series often up to 115 µM), inactives show at the highest dose activity, negative = inhibition, hits mostly inhibitors
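Fluorescent replication assay read twice, at 0 min and 10 min after adding 50 nM (final) substrate. Enzyme (10 nM) and compounds were first incubated 15 min at room temperature; enzyme-free buffer wells were negative controls.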
BAZ2B block: qHTS Assay for Inhibitors of BAZ2B | Bromodomain adjacent to zinc finger domain protein 2B (Homo sapiens), Q9UIF8 | AlphaScreen BAZ2B-H3K14Ac peptide displacement | Potency, µM (top dose mostly 114 µM), without a hit: top-dose activity change, negative = inhibition, usual class: inhibitors | 360,000 tested, 4.4% active | AID 504333, 2011; note: % is set by controls: 0 for no effect and ±100 for the full control effect; nearly all actives have a fitted effect of over 60% in size
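BAZ2B (50 nM) with biotin-H3(5-23)K14Ac peptide (50 nM) in PBS pH 7.4, 0.01% Tween-20, preformed 30 min, then compound 30 min at room temperature; top concentration 110uM. AlphaScreen streptavidin donor/nickel chelate acceptor beads (10 ug/mL final), 20 min dark, signal read.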
HP1b chromo inh: HTS for Inhibitors of HP1-beta Chromodomain Interactions with Methylated Histone Tails. Potency, µM (series often up to 114 µM), for the others: at the top dose activity change, negative = inhibition, actives largely listed as inhibitors. 390,000 tested, 0.56% active. AID 540317, 2011. AlphaScreen HP1-beta / biotin-H3K9me3 peptide binding; note: nearly all actives have a fitted effect of over 70% in size; inactives centre near 23
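HP1-beta protein (50 nM final) preincubated 30 min at room temperature with biotinylated H3(1-18)K9me3 peptide (50 nM) in PBS pH 7.4, 0.01% Tween-20, then compound added for 30 min. AlphaScreen streptavidin donor/nickel chelate acceptor beads (10 ug/mL final), 30 min dark, luminescence read.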
JMJD2A Tudor: qHTS Assay for Inhibitors of JMJD2A-Tudor Domain; Lysine-specific demethylase 4A (Homo sapiens), O75164; AlphaScreen JMJD2A-Tudor / H3K4me3 peptide binding; Potency, µM (doses to about 114 µM), for inactives: at the highest dose activity change, negative = inhibition, most hits filed as inhibitors; 390,000 tested, 4.4% active; AID 504339, 2011; note: % is set by controls: 0 for no effect and ±100 for the full control effect; nearly all actives have a fitted effect of over 50% in size
Target sequence (O75164 whole entry, looked up, the tested form may be a part): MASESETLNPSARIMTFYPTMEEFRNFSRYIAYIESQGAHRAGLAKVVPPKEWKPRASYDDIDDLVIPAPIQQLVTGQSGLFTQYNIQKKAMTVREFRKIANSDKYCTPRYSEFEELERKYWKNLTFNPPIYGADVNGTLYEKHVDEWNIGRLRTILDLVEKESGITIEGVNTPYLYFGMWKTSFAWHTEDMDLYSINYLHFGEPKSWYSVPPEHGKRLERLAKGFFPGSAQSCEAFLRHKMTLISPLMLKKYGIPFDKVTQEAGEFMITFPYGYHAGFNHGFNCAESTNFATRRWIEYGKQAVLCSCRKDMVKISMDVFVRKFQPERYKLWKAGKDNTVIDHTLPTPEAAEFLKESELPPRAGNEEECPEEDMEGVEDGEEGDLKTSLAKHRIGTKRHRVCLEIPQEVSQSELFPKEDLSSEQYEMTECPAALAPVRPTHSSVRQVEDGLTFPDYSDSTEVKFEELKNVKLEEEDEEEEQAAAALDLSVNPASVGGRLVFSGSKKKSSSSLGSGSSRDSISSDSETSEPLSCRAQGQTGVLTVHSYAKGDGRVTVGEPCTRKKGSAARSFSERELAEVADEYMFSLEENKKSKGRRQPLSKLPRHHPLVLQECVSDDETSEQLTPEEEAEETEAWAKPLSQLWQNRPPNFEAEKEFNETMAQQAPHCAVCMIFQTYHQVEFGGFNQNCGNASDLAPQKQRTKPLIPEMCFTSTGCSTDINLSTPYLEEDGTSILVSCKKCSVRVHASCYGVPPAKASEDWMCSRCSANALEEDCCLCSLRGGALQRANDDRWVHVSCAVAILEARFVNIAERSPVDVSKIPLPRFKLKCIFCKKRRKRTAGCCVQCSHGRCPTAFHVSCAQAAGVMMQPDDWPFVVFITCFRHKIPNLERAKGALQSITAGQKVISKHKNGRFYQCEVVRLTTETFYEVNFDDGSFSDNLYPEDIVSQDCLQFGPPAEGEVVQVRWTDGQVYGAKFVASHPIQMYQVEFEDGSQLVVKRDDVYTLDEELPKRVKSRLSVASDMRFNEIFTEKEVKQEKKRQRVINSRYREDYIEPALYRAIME
G9a inh: qHTS Assay for Inhibitors of Histone Lysine Methyltransferase G9a; Potency, µM (titrated, usually from 102 µM), for inactives: at the highest dose activity, negative = inhibition, usual class: inhibitors; AID 504332, 2011; Histone-lysine N-methyltransferase EHMT2 (Homo sapiens), Q96KQ7; G9a H3K9 monomethylation, AlphaScreen, 2 h; 350,000 tested, 8.8% active; note: % is set by controls: 0 for no effect and ±100 for the full control effect; nearly all actives have a fitted effect of over 75% in size
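Enzyme 20 nM + cpd, 15 min RT; add b-H3K9 pep 500 nM / SAM 20 uM; 2 h RT; anti-H3K9me1 Ab 0.5 ug/mL + SA donor / anti-rabbit acceptor beads 20 ug/mL each, 10 min; AlphaScreen read.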
GLS inhibitor: qHTS for Inhibitors of Glutaminase (GLS). Glutaminase kidney isoform, mitochondrial (Homo sapiens), O94925. GLS enzymatic activity, qHTS titration. Potency, µM (doses to about 45.5 µM), for inactives: top-dose activity change, negative = inhibition, actives largely listed as inhibitors. 410,000 tested, 0.21% active. AID 624170, 2012; note: % is set by controls: 0 for no effect and ±100 for the full control effect
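Enzyme dispensed in phosphate buffer (45 mM, pH 8.2, 0.02% Tween-20), compounds pinned in, then 1 mM L-glutamine solution and the glutamate oxidase–HRP–Amplex Red mix added; fluorescence read immediately and again after 30 min at room temperature.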
* = called active by the depositor; i = inactive; ? = inconclusive; nt = not tested or not shown; [ ] = another dose, or the depositor's remark. Unless noted, calls come from the whole dose curve; as a rule, active = well fitted curve in the direction sought with a large enough effect; inconclusive = small, poorly fitted or top-dose-only effect, or another doubt; inactive = no such curve, though single readings can be large; an effect the other way counts as inactive or inconclusive. Potency is the fitted concentration of half-maximal effect. An excerpt; count on the stated rates, not on these rows.

SMILES	PGK inhibitor	Pin1 inhibitor	BLM inh	POLI inh	BAZ2B block	HP1b chromo inh	JMJD2A Tudor	G9a inh	GLS inhibitor
CCc1c(C)nc2ncnn2c1N1CCCC(C(=O)NCc2ccco2)C1 (stereo not given)	6.5%	1.3%	-11.4%	14.4%	-6.7%	5.6%	-13.4%	-42.0%[59 µM]	-4.2%
O=C(NCc1ccccc1)N1CCOCC1	1.3%	-8.6%	-0.8%	7.3%	22.4%	25.7%	14.4%	nt	2.2%
Cc1cccc2c(=O)cc(CSc3ccccc3NC(=O)c3cccc(F)c3)[nH]c12	i	3.0%	-9.0%	36.8%[activator]	4.7%	24.8%[57 µM]	-1.9%	6.3%[59 µM]	3.2%
CCCOc1ccc(Cc2c(COCC)[nH]c(=S)[nH]c2=O)cc1	3.2%	8.5%	-3.1%	129.1%[activator]	-15.8%	3.4%	-20.3%	44.7µM*	3.3%
COC(=O)CN(c1cc(C(F)(F)F)ccc1Cl)S(C)(=O)=O	10.3%	-0.2%	-0.9%	37.8%[activator]	-0.5%	27.7%	1.9%	6.2%	1.3%
CC1(C)NC(=O)N(CC(=O)N2CCN(c3ccc([N+](=O)[O-])cc3)CC2)C1=O	7.6%	1.3%	nt	-6.4%	10.2%	16.4%	-12.2%	18.3%[12.7 µM]	10.1%
Cc1cccc(C(=O)NCc2nnc(SCC(=O)NC(C)c3ccccc3)n2C)c1 (stereo not given)	9.5%	-0.6%	-3.7%	10.0%	-4.3%	26.5%	-8.6%	7.4%	18.2%
C/C(=C\C(=O)O)C(=O)Nc1nccs1	-2.7%	-18.6%	-5.9%	17.0%	8.1%	30.0%	-10.7%	6.5%[59 µM]	11.7%
Cc1ccc2oc(C(=O)N3CCC(N4CCSCC4)CC3)c(C)c2c1	-9.5%	-0.6%	0.6%	33.6%[activator]	-18.4%	13.4%	-31.6%	23.3%	2.3%
COc1ccc2sc(N(CCCN(C)C)C(=O)c3ccc(S(=O)(=O)N(C)C4CCCCC4)cc3)nc2c1	-6.4%	0.0%	nt	16.7%	?	-24.3%	56.2µM*	-7.7%[2.33 µM]	3.7%
COC(=O)c1cnc(N2CCN(c3ccccc3F)CC2)c2ccccc12	-3.9%	1.5%	-7.7%	-1.0%	37.0%[activator]	116.6%[activator][57 µM]	90.3%[activator]	78.4%[activator][59 µM]	3.2%
O=C(N[C@H]1C/C=C\C[C@@H](CC(=O)N(CCO)Cc2ccccc2)C(=O)N2CCC[C@H]2COC1=O)OCC1c2ccccc2-c2ccccc21	4.8%	8.6%	nt	-12.1%	nt	41.3%[activator]	11.0%	nt	4.3%
O=C(Cn1cnc2c(nnn2-c2ccc(F)cc2)c1=O)N1CCCC1	-1.0%	-2.0%	-0.8%	26.2%	0.0%	23.2%	-6.4%	-28.9%[59 µM]	6.0%
O=C(NC1CCCCC1)C(c1ccccc1F)N(Cc1ccco1)C(=O)c1ccccn1 (stereo not given)	1.1%	-11.1%	0.2%	35.8%[activator]	-7.7%	24.0%	-2.1%	15.2%	1.8%
COc1ccccc1NC(=O)CSc1nnc(CCC(=O)Nc2ccccc2F)n1C	-8.8%	1.8%	-7.0%	-7.2%	10.4%	31.5%	-11.2%	nt	1.8%
COc1ccccc1CNC(=O)c1ccc(SC)cc1OC	8.9%	-0.5%	-1.0%	?	5.2%	25.8%	-7.3%	-1.5%[59 µM]	-0.8%
CN(C)S(=O)(=O)c1cccc(NC(=O)c2ccncc2)c1	-11.4%	-11.8%	-1.6%	38.0%[activator]	2.6%	1.6%	-19.3%	0.0%[59 µM]	0.4%
CC(C)c1nc(CNC(=O)C2CCC(=O)N(CCc3ccc(Cl)cc3)C2)no1 (stereo not given)	0.5%	?	-4.2%	41.8%[activator]	0.8%	13.9%	-9.7%	nt	4.0%
Cc1ccc(S(=O)(=O)n2cc(-c3ccccc3)c(N)n2)cc1	i	2.2%	-3.8%	-22.4%[58.9 µM]	-1.3%	53.7%[activator]	-21.2%	36.8%[12.7 µM]	0.9%
CCC(=O)Nc1ccc(NC(=O)CN2CCCC(C)C2)c(Cl)c1 (stereo not given)	-1.1%	-11.2%	-4.3%	7.3%	1.0%	8.1%	-19.4%	-3.1%[59 µM]	0.9%
N#C/C(=C\c1cccs1)c1nc2ccccc2[nH]1	3.9%	?	-4.6%	40.4%[activator]	-30.8%	14.9%	-26.8%	?	13.0%
COC(=O)CCC(=O)NNC(=O)c1cccc(Cl)c1	-13.1%	-1.1%	-0.9%	1.3%	1.4%	32.9%	-7.9%	33.7%[0.501 µM]	-3.6%
O=C(c1cccs1)N1CCCc2cc(NS(=O)(=O)c3ccc(F)cc3)ccc21	-4.8%	5.0%	-2.1%	-7.7%	6.2%	72.7%[activator]	-10.9%	7.3%[59 µM]	19.3%
CN1CCN(c2ccccc2NC(=O)c2cccc(OCc3ccccc3)c2)CC1	-6.3%	-3.9%	-7.6%	-6.1%	?	-12.6%	?	?	29.9%
CC(C)C(NC(=O)c1ccc(C(C)(C)C)cc1)C(=O)NCCc1ccccn1 (stereo not given)	-10.7%	1.0%	6.9%	48.5%[activator]	15.1%	47.9%[activator]	-2.1%	-6.6%	-9.1%
O=C(C1Cc2ccccc2CN1S(=O)(=O)c1ccc(F)cc1)N1CCCCC1 (stereo not given)	-0.6%	-1.0%	-0.5%	8.5%	8.3%	32.5%	-9.4%[57.1 µM]	6.3%[12.7 µM]	3.8%
CN1C(=O)CCC(CCC(=O)O)(c2ccccc2O)C1=O (stereo not given)	i	-4.7%	-2.6%	114.4%[activator]	-0.7%	3.3%	2.1%	6.7%	0.5%
CCOc1ccc(NC(=O)CC(c2ccccc2)c2ccc(F)cc2)cc1 (stereo not given)	1.3%	3.5%	5.5%	-10.9%	5.3%	23.6%	-4.8%	0.5%[59 µM]	0.4%
CC(C)CC(=O)Nc1nc2ccc(S(C)(=O)=O)cc2s1	6.1%	5.1%	-2.7%	10.8%	-29.7%	37.4%	-7.4%	50.1µM*	7.7%
CCN(CC)CCCNC(=O)CN1N=C(c2ccccc2)CCC1=O	13.3%	-5.4%	1.7%	1.2%	7.6%	9.9%	-4.3%	?	9.5%

Laid out differently: 2 of the compounds above
Screens in order: PGK inhibitor, Pin1 inhibitor, BLM inh, POLI inh, BAZ2B block, HP1b chromo inh, JMJD2A Tudor, G9a inh, GLS inhibitor
CN1CCN(c2ccccc2NC(=O)c2cccc(OCc3ccccc3)c2)CC1
    -6.3%, -3.9%, -7.6%, -6.1%, ?, -12.6%, ?, ?, 29.9%
CC(C)C(NC(=O)c1ccc(C(C)(C)C)cc1)C(=O)NCCc1ccccn1 (stereo not given)
    -10.7%, 1.0%, 6.9%, 48.5%[activator], 15.1%, 47.9%[activator], -2.1%, -6.6%, -9.1%

Further compounds follow.
SMILES	PGK inhibitor	Pin1 inhibitor	BLM inh	POLI inh	BAZ2B block	HP1b chromo inh	JMJD2A Tudor	G9a inh	GLS inhibitor
Cc1cc2nc(Sc3c([N+](=O)[O-])nc(C)n3Cc3ccccc3)[nH]c2cc1C	-8.1%	-3.3%	-4.0%	-19.2%	-31.7%	19.0%	-28.7%	-42.6%[59 µM]	-7.9%
CCCN1CCN(CCCNC(=O)CCCn2nc(C)c3sc4ccccc4c3c2=O)CC1	-6.2%	0.0%	3.1%	22.2%	-1.2%	13.1%	-16.7%	-0.4%	-6.7%
Cc1ccc(NC(=O)C(C)SCc2ccccc2)cc1 (stereo not given)	-1.3%	-1.1%	-8.5%	-0.1%	5.6%	46.0%[activator]	2.6%	11.7%	0.4%
O=C(CCNS(=O)(=O)c1ccccc1)N1CCCCCC1	5.4%	0.4%	-1.0%	-2.5%	-2.3%	21.1%	-15.4%	73.0%[activator]	5.2%
CC(=N)C1=C(O)CC(C)(C)CC1=O	-3.7%	0.0%	1.1%	4.7%	-0.4%	16.9%	-4.5%	-42.5%	1.0%
Cc1ccccc1NC(=O)COC(=O)c1ccccc1SCC(=O)N1CCCC1	-7.1%	-6.4%	-7.4%	-6.6%	0.1%	31.7%	0.7%	?	1.9%
Cc1cc(C)n2nc(C(F)(F)F)c(-c3ccccc3)c2n1	-3.5%	-1.3%	-4.2%	27.9%	1.3%	138.4%[activator]	19.9%	25.5%	0.5%
Cc1ccc(NC(=O)Cn2nnc(-c3nc(-c4ccc(Cl)cc4)no3)c2N)cc1C	4.4%	3.6%	-8.5%	36.0%[activator]	-10.3%	28.3%	9.3%	?	2.8%
CCCC(=O)Nc1cccn(Cc2ccccc2Br)c1=O	-2.2%	7.9%	-1.4%	44.8%[activator]	-2.8%	17.6%	-13.0%	-27.0%	-9.3%
CCc1nc(Nc2ccc(O)cc2)c2oc3ccccc3c2n1	6.4%	?	-12.0%	?	?	6.4%[57 µM]	-29.5%	?	4.47µM*
COc1ccc(Nc2nc(N3CCOCC3)nc(N3CCOCC3)n2)cc1	i	-0.7%	-1.0%	-15.3%	-13.1%	21.9%	-12.6%	9.2%	-1.1%
Cc1ccc(OCCN(C)C)c([N+](=O)[O-])c1	-1.5%	5.1%	0.7%	46.0%	?	?	8.91µM*	?	3.9%
Cc1ccc2nc(COc3ccc(NC(=O)COc4ccccc4F)cc3)cc(=O)n2c1	i	2.8%	-1.0%	3.5%	10.9%	28.0%[57 µM]	-2.6%	-2.6%[59 µM]	-0.7%
